Rin1 Abl inh: inhibitors of human Rin1-Abl protein interaction. 360,000 tested, 0.4% active. TR-FRET Rin1/Abl binding, biochemical. P00519+Q13671. inhibition, % at 7.35 µM; in the data active = inhibition above about 5%, passing the limit was not always enough
LMPTP inh: blocks human LMPTP phosphatase | 360,000 tested, 0.22% active | P24666 | AID 651560 | inhibition, % at 20 µM | recombinant LMPTP-A, OMFP fluorogenic substrate, fluorescence intensity;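 active = compounds that cut the enzyme signal by at least half of the control window in the single-dose screen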;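 note: plate controls were DMSO wells with enzyme plus substrate for no effect and substrate without enzyme for full effect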
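Material: LMPTP-A; amount: 0.625 nM enzyme; doses: single 20 µM dose; times: reaction 50 min, room temperature, dark; technique: fluorescence intensity of OMFP turnover product; benchmarks: no-enzyme and uninhibited controls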
Scp-1 inhibitor: Scp-1 (human) phosphatase inhibition | Q9GZU7 | Recombinant Scp1, phosphopeptide, malachite green phosphate absorbance | inhibition, % at 20 µM | 340,000 tested, 0.88% active;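 active = inhibition above about 50% at 20 µM, limit read from the data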;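 note: plate controls were DMSO wells with enzyme for no effect and wells lacking enzyme for full effect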
Target sequence (Q9GZU7 76-261 limits assumed): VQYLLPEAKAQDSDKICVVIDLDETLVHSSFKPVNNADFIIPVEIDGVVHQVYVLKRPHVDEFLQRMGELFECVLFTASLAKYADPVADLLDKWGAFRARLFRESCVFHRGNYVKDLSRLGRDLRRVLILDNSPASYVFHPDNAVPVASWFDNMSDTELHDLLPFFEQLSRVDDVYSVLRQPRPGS
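System: SCP-1 catalytic domain; Reagent: Phospho 17-mer peptide substrate; Doses: one concentration, 20 µM, with 1.0% DMSO; Incubation: 45 min room-temperature reaction, 5 min colour, 30 min stabiliser; Signal: Phosphate-binding colour reagent, absorbance read at 630 nm.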
Neddyl block: blocks human cullin neddylation | P61081+Q13564 | TR-FRET cullin neddylation, biochemical | calls only at 25 µM | 360,000 tested, 0.58% active | AID 651699; in the data active = inhibition above about 36%
STEP block: STEP (human) phosphatase inhibition. AID 588621. 360,000 tested, 0.25% active. recombinant STEP, OMFP fluorogenic substrate, fluorescence. P54829. inhibition, % at 20 µM;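 active = inhibition at 20 µM, scaled per plate between control wells, above about 37%, limit read from the data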;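 note: 0% = DMSO with enzyme and substrate and 100% = substrate only without enzyme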
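Assay system: isolated STEP enzyme. Buffer or medium: pH 6.0 Bis-Tris with DTT and Tween 20. Also added: fluorogenic phosphatase substrate OMFP at 25 µM final. Dosing: 20 µM, 1% DMSO. Timing: 20 min reaction, room temperature, in the dark. Measured by: fluorescence intensity, excitation 480 nm, emission 540 nm. Evaluation: normalized % inhibition.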
SUMO1-SIM PPI: alters human SUMO1 binding to SIM partners; SUMO1 binding to a labelled peptide, TR-FRET, 1 h; inhibition, % at 20 µM; 360,000 tested, 0.33% active; in the data active = inhibition above about 37%
DNMT1 inh: inhibitors of human DNMT1; inhibition (reported as % activation of signal), % at 10 µM; 360,000 tested, 0.83% active; DNMT1 molecular beacon, Hinp1I cleavage, fluorescence; AID 588458; in the data active = inhibition above about 50%
Rpn11 inh: Rpn11 (human) deubiquitinase inhibition. AID 588493. human 26S proteasome, Ub4-pepOG fluorescence polarization; 20S core pre-blocked with epoxomicin. O00487. calls only at 20 µM. 360,000 tested, 0.59% active;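 active = inhibition at 20 µM, scaled to each plate's controls, above about 33%, limit read from the data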
Target sequence (O00487 whole entry, looked up): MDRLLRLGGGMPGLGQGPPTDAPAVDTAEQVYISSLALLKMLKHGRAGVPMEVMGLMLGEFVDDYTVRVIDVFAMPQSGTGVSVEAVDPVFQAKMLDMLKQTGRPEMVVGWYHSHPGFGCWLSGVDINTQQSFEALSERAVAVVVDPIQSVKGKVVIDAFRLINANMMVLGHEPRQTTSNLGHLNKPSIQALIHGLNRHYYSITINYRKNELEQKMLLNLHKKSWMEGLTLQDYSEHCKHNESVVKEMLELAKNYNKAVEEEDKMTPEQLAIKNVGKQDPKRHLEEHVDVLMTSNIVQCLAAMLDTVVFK
CSN deneddyl inh: blocks human CSN-mediated cullin deneddylation; AID 651999; Purified CSN, SCF-Nedd8-OG deneddylation, fluorescence polarization; inhibition, % at 12.5 µM; 360,000 tested, 0.38% active; Q92905;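 active = pattern-corrected inhibition above about 35%, with an unprinted fluorescence ratio check between 0.5 and 1.5, limit read from the data, passing the limit was not always enough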;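 note: 0% = enzyme with substrate and 100% = substrate without enzyme; some results filed as inactive read as strong as hits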
Target sequence (Q92905 whole entry, looked up, one chain of several): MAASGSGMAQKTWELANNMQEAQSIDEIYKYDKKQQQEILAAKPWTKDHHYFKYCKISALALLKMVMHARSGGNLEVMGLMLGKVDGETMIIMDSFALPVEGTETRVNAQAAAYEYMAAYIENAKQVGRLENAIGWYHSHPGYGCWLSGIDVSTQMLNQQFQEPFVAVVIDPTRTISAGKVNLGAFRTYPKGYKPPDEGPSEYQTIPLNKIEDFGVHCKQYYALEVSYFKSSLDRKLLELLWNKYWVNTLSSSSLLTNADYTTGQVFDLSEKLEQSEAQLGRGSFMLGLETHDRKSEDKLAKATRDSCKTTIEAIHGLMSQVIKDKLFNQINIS
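Material: human Csn5 produced in HEK293T cells; Input: enzyme 0.24 nM; Reagent: SCFSkp2-Nedd8OG substrate at 10 nM final; Dosing: 12.5 µM compound; Incubation: 90 min reaction at room temperature; Detection: fluorescence polarization of the substrate; Evaluation: % inhibition of substrate cleavage by Csn5; Control set: substrate-only high control, full reaction low control.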
NadD block: inhibitors of Staphylococcus aureus NadD | purified NadD enzyme, colorimetric absorbance read-out | inhibition, % at 20 µM | 360,000 tested, 0.78% active; in the data active = inhibition above about 26%; note: some compounds past the cut are filed as inactive
* marks the source's active call; other numbers are inactive results; i = inactive; / = not tested or not shown.

SMILES	Rin1 Abl inh	LMPTP inh	Scp-1 inhibitor	Neddyl block	STEP block	SUMO1-SIM PPI	DNMT1 inh	Rpn11 inh	CSN deneddyl inh	NadD block
Cc1ccc(S(=O)(=O)N2CCCCC2)cc1NC(=O)c1cc(=O)[nH]c2ccccc12	2	-0.3	-4	i	-1	-4	-4	i	2	1
O=C1CC(c2ccccc2)CC(O)=C1C=NCc1ccccc1 (centres undefined)	4	0.3	-3	i	5	-3	0	i	-2	-3
CC1CCC(NC(=O)CCC(=O)N2CC(C)Oc3ccccc32)CC1 (centres undefined)	0	-0.8	-4	i	0	-6	0	i	-6	-2
CN(Cc1ccon1)C(=O)CC1C(=O)NCCN1CC(C)(C)C (centres undefined)	1	0.4	1	i	-3	-1	-6	i	-2	1
C/C(=N/OC(=O)c1cccc(Cl)c1)c1nccs1	1	-0.8	-11	i	7	-2	1	i	1	3
COC(=O)Nc1cc(C(F)(F)F)ccc1N1CCN(c2ccccc2)CC1	0	3.1	-4	i	1	-3	6	i	-4	2
COc1ccc(OC)c(NC(=O)c2cccc(S(=O)(=O)N3CCN(C(C)=O)CC3)c2)c1	0	-0.3	-2	i	-2	0	0	i	-4	0
CCOC1=C2[C@@H](CN(S(=O)(=O)c3ccc(C)cc3)[C@H]2c2ccccc2Cl)[C@H]2C(=O)NC(=O)[C@H]2C1	3	-0.8	/	i	3	2	0	i	-3	-1
Cc1ccc2nc(NC(=O)CSc3nncc(=O)n3N)sc2c1	-1	0.2	3	i	0	9	7	i	2	2
O=C(Nc1ccc(Cl)cc1)c1sccc1-n1cccc1	2	1.2	-15	i	1	-5	-2	i	-4	-3
O=C(O)CCC(=O)Nc1ccccc1N1CCOCC1	3	-4.0	4	i	-2	-1	4	i	-3	0
OCc1ncc(-c2ccccc2)s1	3	0.4	-4	i	0	1	0	i	2	-2
CCN(CC)S(=O)(=O)c1cccc(-c2nnc(SCCOc3ccc(Cl)cc3)o2)c1	-3	3.9	-12	i	2	0	-6	i	1	4
O=C(COC(=O)c1ccc(Br)o1)Nc1ccc(S(=O)(=O)N2CCCC2)cc1	7	-0.2	-4	i	-1	1	3	i	-1	-5
CCN(CC)C(=O)C(=O)c1c(-c2ccccc2)[nH]c2ccccc12	-2	-1.3	-12	i	-1	0	4	i	-9	-5
O=C(Cc1cccc(NC(=O)C2CCN(C(=O)C3CCC3)CC2)c1)Nc1cccc(C(=O)N2CCCCC2)c1	-4	-1.3	0	i	0	0	1	i	-3	3
COc1ccc(-c2c(C#Cc3ccsc3)c3cc(Br)ccc3n2C)cc1	3	1.9	-11	i	-3	-1	2	i	0	6
Cc1c(C(=O)NCc2ccc(C#N)cc2)sc(=O)n1Cc1ccc(C(=O)N(C)C)cc1	-3	0.6	/	i	-3	-4	5	i	-4	-2
CC(C)c1ccc(NC(=O)CC2Oc3ccccc3NC2=O)cc1 (centres undefined)	-4	0.1	-14	i	-1	-3	0	i	-2	-2
O=c1nccc(Nc2ccccc2)[nH]1	1	-1.5	-4	i	-4	-1	0	i	-8	-5
CCN1CCc2c(sc(NC(=O)c3ccc(S(=O)(=O)N4CCOCC4)cc3)c2C(N)=O)C1	-5	2.0	-5	i	-2	-13	-33	i	1	1
Cc1ccc(Nc2c(-c3ccco3)nc3nc(C)cc(C)n23)cc1	-1	0.9	-1	/	-1	-9	4	i	4	6
O=C(CCS(=O)(=O)c1ccc(F)cc1)N1CCN(c2ccccc2)CC1	1	-1.4	-2	i	3	7	6	i	-1	-2
CNc1nc(-c2ccccc2)cc(-c2ccccc2)n1	1	3.0	-4	/	-2	5	0	i	1	-4
O=C(Nc1cccc([N+](=O)[O-])c1)c1ccc(N2CCCC2=O)cc1	2	0.9	-9	i	-2	1	3	i	14	-6
Cc1nn(Cc2cccc(C(=O)NC(C)c3ccc(C(C)(C)C)cc3)c2)c(C)c1[N+](=O)[O-] (centres undefined)	-2	4.7	-13	i	-1	3	-1	i	0	-3
O=C(NCc1cccnc1)NC1CCCN1S(=O)(=O)c1ccc(Cl)cc1 (centres undefined)	0	-4.0	3	i	1	0	-1	i	3	0
O=C(CNS(=O)(=O)c1cccc(Cl)c1)OCc1csc(-c2ccccc2)n1	-3	-0.9	-12	i	-5	0	-4	i	-7	-8
CCOC(=O)CN(C(=O)CSc1nnc(C)n1-c1ccccc1)c1cccc([N+](=O)[O-])c1	3	-1.5	-7	i	-1	-9	1	i	1	5
COc1ccccc1/C=N/N1CCN(Cc2ccccc2Cl)CC1	1	2.0	-5	i	2	0	3	i	5	4
CC(=O)OCC(=O)[C@@]1(O)CC[C@H]2[C@@H]3CCC4=CC(=O)CC[C@]4(C)[C@H]3C(=O)C[C@@]21C	3	-1.9	-14	i	0	3	-3	i	0	0
Fc1ccccc1N1CCN(C2CCCN(Cc3cccc(C(F)(F)F)c3)C2)CC1 (centres undefined)	1	-1.6	-2	i	-2	5	1	i	-4	4
COCCSc1ccccc1C(=O)NCCCn1ccnc1	3	-2.1	-5	i	-3	1	4	i	2	9
Cc1ccc2oc(C(=O)N(C)Cc3cnccn3)c(C)c2c1	-2	-0.6	-10	i	0	3	2	i	0	-5
COc1ccc(S(=O)(=O)NCCCN2CCCC2=O)c(OC)c1	-6	-1.2	-2	i	0	-5	1	i	3	-1
CN(C(=O)N1CCN(c2ccccn2)CC1)c1ccccc1	0	1.4	-5	i	0	2	7	i	6	-3
CC(C)CCOc1cccc(OCC(=O)O)c1	2	-0.8	-8	i	-2	0	3	i	-2	3
COc1ccc(OCC(O)CN(C)C(=O)C(C)Oc2ccccc2)cc1 (centres undefined)	0	-0.1	-8	i	1	0	1	i	1	-3
O=C(NCC1CCCO1)C(c1cccs1)N(C(=O)Cn1nnc(-c2cccs2)n1)C1CCCC1 (centres undefined)	3	-1.0	-3	i	2	4	4	i	-1	-3
Cc1ccccc1NC(=O)CSc1nnc(C2CC2)n1CC1CCCO1 (centres undefined)	3	1.9	-7	i	-3	3	1	i	1	-9
Cc1[nH]c2ccccc2c1-c1nc2ccccc2[nH]c1=O	-3	0.6	-5	i	3	-19	-1	i	2	-7
COc1ccc(/C=C/C(=O)Nn2cnnc2)cc1	-2	-1.3	0	i	-3	-2	4	i	-10	-5
CCCS(=O)(=O)c1c(S(=O)(=O)CCC)c2cnccn2c1C(=O)c1ccc(OC)cc1	1	-1.1	5	i	0	-1	-5	i	-2	-5
Cc1ccc2c(c1)NCC(C(=O)NC1CCC(C)CC1)O2 (centres undefined)	0	-1.3	-3	i	1	5	0	i	0	-2
CN1CCN(S(=O)(=O)c2ccc(NC(=O)c3ccc(Br)s3)cc2)CC1	1	0.7	-2	i	-20	8	-5	i	2	-11
C=CCOc1ccc(/C=C(\C#N)C(=O)Nc2ccccn2)cc1OC	1	0.1	-5	i	0	-22	1	i	-3	-2
COC(=O)C1=C(C)NC(=O)NC1c1cn(-c2ccccc2)nc1-c1cccs1 (centres undefined)	0	-2.5	-5	i	4	-3	-6	i	-3	6
CCC(C)(C)C1CCC2(CC1)NC(CO)(CO)CO2 (centres undefined)	3	-2.9	-2	i	-1	0	1	i	-4	-3

Molecules listed so far with two or more sulfur atoms (7):
SMILES	Rin1 Abl inh	LMPTP inh	Scp-1 inhibitor	Neddyl block	STEP block	SUMO1-SIM PPI	DNMT1 inh	Rpn11 inh	CSN deneddyl inh	NadD block
Cc1ccc2nc(NC(=O)CSc3nncc(=O)n3N)sc2c1	-1	0.2	3	i	0	9	7	i	2	2
CCN(CC)S(=O)(=O)c1cccc(-c2nnc(SCCOc3ccc(Cl)cc3)o2)c1	-3	3.9	-12	i	2	0	-6	i	1	4
CCN1CCc2c(sc(NC(=O)c3ccc(S(=O)(=O)N4CCOCC4)cc3)c2C(N)=O)C1	-5	2.0	-5	i	-2	-13	-33	i	1	1
O=C(CNS(=O)(=O)c1cccc(Cl)c1)OCc1csc(-c2ccccc2)n1	-3	-0.9	-12	i	-5	0	-4	i	-7	-8
O=C(NCC1CCCO1)C(c1cccs1)N(C(=O)Cn1nnc(-c2cccs2)n1)C1CCCC1 (centres undefined)	3	-1.0	-3	i	2	4	4	i	-1	-3
CCCS(=O)(=O)c1c(S(=O)(=O)CCC)c2cnccn2c1C(=O)c1ccc(OC)cc1	1	-1.1	5	i	0	-1	-5	i	-2	-5
CN1CCN(S(=O)(=O)c2ccc(NC(=O)c3ccc(Br)s3)cc2)CC1	1	0.7	-2	i	-20	8	-5	i	2	-11

Record cards, from the list above. Screens in order: Rin1 Abl inh	LMPTP inh	Scp-1 inhibitor	Neddyl block	STEP block	SUMO1-SIM PPI	DNMT1 inh	Rpn11 inh	CSN deneddyl inh	NadD block
Record of Cc1ccccc1NC(=O)CSc1nnc(C2CC2)n1CC1CCCO1 (centres undefined) → 3	1.9	-7	i	-3	3	1	i	1	-9
Record of Cc1ccc2c(c1)NCC(C(=O)NC1CCC(C)CC1)O2 (centres undefined) → 0	-1.3	-3	i	1	5	0	i	0	-2

Not a hit list. Share with any hit: about 3.8%.
